GPR55 LPI antagonism: inhibition of LPI-stimulated GPR55 beta-arrestin translocation – imaging, U2OS, beta-arrestin-GFP, LPI agonist, primary screen (AID 2013) | U2OS GPR55 beta-arrestin-GFP translocation imaging, LPI antagonism; higher % means a stronger effect | inhibition, % at 10 µM, or IC50 in µM where a hit was titrated | 0.13% of 290,000 active;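 active = spots per cell inhibited over 60%, with over 100 cells counted and total cytoplasm intensity under 500,000; inconclusive = wells with under 100 cells, flagged as likely toxic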;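 note: U2OS cells stably carrying GPR55 and arrestin-GFP stimulated by 5 µM LPI near EC80; imaged beta-arrestin-GFP aggregate spots per cell after agonist stimulation; plate controls were LPI-stimulated DMSO wells for no effect and DMSO wells without LPI for full effect; some results filed as inactive read as strong as hits; confirmed hits need IC50 under 10 µM and bright autofluorescent wells are also inconclusive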
Yfh1-depleted yeast: enhancers of respiration in Yfh1-depleted yeast, dose response, Friedreich's ataxia, plus single-dose screen (AID 1465) | S. cerevisiae Yfh1-off respiration, WST-1 reduction, 72 h; higher fold induction means a stronger effect | one-dose fold induction at 50 µM; EC50 in µM for titrated hits | 0.074% of 220,000 active;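 active = fold induction of absorbance versus untreated yeast above a set limit, then at least 30% activation at any dose in follow-up; inconclusive = repeats straddling the limit, or above it without dose testing; inactive = fold induction below the set limit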;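 note: activators that raise dye reduction in frataxin-depleted yeast; strong numbers were not always called active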
GPR35 arrestin U2OS: inhibition of zaprinast-stimulated GPR35 beta-arrestin translocation – imaging, U2OS, beta-arrestin-GFP, zaprinast agonist, primary screen (AID 2058). U2OS GPR35 beta-arrestin-GFP translocation imaging, zaprinast antagonism; higher % means a stronger effect. 0.052% of 290,000 active. inhibition, % at 10 µM; hits with a dose series show IC50 in µM;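 active = inhibition of at least 50% with at least 30 cells and total cytoplasm GFP at most 10,000,000; inconclusive = under 30 cells or total GFP of 10,000,000 plus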
Dengue-2 NS5 capping: flavivirus cap methylation enzyme inhibition – biochemical, confirmation dose response, primary screen (AID 588689). 0.3% of 340,000 active. inhibition, % at 25 µM; hits with a dose series show IC50 in µM. Dengue-2 NS5 methyltransferase capping enzyme assay, biochemical; higher % means a stronger effect; in the data active = a potency from the dose series; inconclusive = inhibition above about 29% without an active follow-up result
SV40 large T antigen: TAg ATPase/helicase activity blockers – biochemical (AID 1903). SV40 large T antigen ATPase/helicase inhibition assay; higher % means a stronger effect. inhibition, % at 20 µM, or IC50 in µM where a hit was titrated. 0.39% of 310,000 active; in the data active = a potency from the dose series; inconclusive = inhibition mostly from about 32% at the one dose, without a potency; inactive = the rest, 99 in 100 with inhibition below about 32%; note: strong numbers were not always called active
GPR55 activation: GPR55 agonists via beta-arrestin recruitment, primary screen, imaging, U2OS cells, beta-arrestin-GFP redistribution (AID 1961). U2OS GPR55 beta-arrestin-GFP redistribution imaging; higher % means a stronger effect. one-dose activation, % at 10 µM; EC50 in µM for titrated hits. 0.048% of 290,000 active;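 active = activation above 40% with more than 50 cells counted in the well; inconclusive = wells holding fewer than 50 cells, flagged as toxic or sparse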;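 note: U2OS osteosarcoma cells stably expressing GPR55 and beta-arrestin-GFP; plate controls were DMSO negative control for no effect and LPI positive control for full effect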
NTR1 ag: NTR1-driven beta-arrestin-GFP spot formation – imaging, U2OS cells, high content, primary screen (AID 493036). P30989. agonist mode. activation, % at 20 µM. 0.17% of 330,000 active;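 active = activation at or above 40% of the spot to cytoplasm intensity ratio, with at least 20 cells analyzed; inconclusive = wells under 20 cells, flagged as cytotoxic or low count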;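 note: 0% = DMSO without peptide and 100% = 100 nM NTR1 peptide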
Target sequence (P30989 whole entry, looked up): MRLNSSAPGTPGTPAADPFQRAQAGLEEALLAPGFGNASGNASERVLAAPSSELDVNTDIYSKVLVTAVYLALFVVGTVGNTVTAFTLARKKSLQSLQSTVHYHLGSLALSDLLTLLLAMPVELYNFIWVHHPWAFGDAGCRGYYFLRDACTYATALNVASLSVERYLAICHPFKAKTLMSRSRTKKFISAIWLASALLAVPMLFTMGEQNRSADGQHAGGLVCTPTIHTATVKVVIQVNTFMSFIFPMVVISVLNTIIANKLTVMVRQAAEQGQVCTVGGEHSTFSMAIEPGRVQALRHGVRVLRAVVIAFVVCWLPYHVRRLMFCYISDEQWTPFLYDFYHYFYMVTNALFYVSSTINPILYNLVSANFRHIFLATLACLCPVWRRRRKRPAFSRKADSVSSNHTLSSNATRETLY
AID2073: inhibitors of Mint1-CaV2.2 protein interaction, biochemical, HTRF (AID 2073); one-dose inhibition, % at 20 µM; IC50 in µM for titrated hits; 0.19% of 290,000 active; HTRF protein-protein interaction, Mint1-CaV2.2; higher % means a stronger effect; in the data active = inhibition mostly above about 51%, no sharp cut-off; inconclusive = no clear call, values can overlap the other calls; inactive = mostly below about 53%; note: some results filed as inactive read as strong as hits
Rac1 GTP hydrolysis: MgcRacGAP GTPase-activating activity inhibitors, confirmation, biochemical, ADP Hunter fluorescence; MgcRacGAP-stimulated Rac1 GTP hydrolysis, ADP Hunter fluorescence; higher % means a stronger effect; GST-tagged Rac1 F28L mutant substrate; inhibition, % at 30 µM; hits with a dose series show IC50 in µM; 0.6% of 340,000 active; AID 624330;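 active = first-screen hits whose inhibition reached a set limit at any dose in the follow-up dose series; inconclusive = inhibition above the set first-screen limit but never retested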;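 note: fluorescence reports GDP produced by GAP-driven GTP hydrolysis; strong numbers were not always called active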
NTR1 ag cell count 20 µM: also measured in NTR1 ag; calls as there; cell count; measured here: cell count, cytotoxicity flag
Dengue-2 NS5 capping pilot replicate: recorded beside Dengue-2 NS5 capping, whose call it bears; inhibition, %; measured here: pilot screen replicate inhibition
The depositor's hits bear a star; i = inactive; ? = inconclusive; / = not tested or not shown.

SMILES | GPR55 LPI antagonism | Yfh1-depleted yeast | GPR35 arrestin U2OS | Dengue-2 NS5 capping | SV40 large T antigen | GPR55 activation | NTR1 ag | NTR1 ag cell count 20 µM | AID2073 | Rac1 GTP hydrolysis | others
COc1ccc(CCNC(=O)CSc2nc(C)cc(C)n2)cc1OC | 1% | i | 15% | / | -1% | 0.0% | -1.3 | 100 | -5% | 2%
CCCCC(=O)Nc1nnc(S(=O)(=O)N(CC)c2ccc(OC)cc2)s1 | 7% | / | 4% | 4% | 6% | 0.0% | 0.6 | 96 | 3% | -3%
Fc1ccc(CN2CCN(c3ncccn3)CC2)c(F)c1 | 1% | / | -2% | 0% | 7% | 0.2% | 0.8 | 59 | 2% | 25%
CC(C)Cc1c2c([nH]c(=S)c1C#N)CCCC2 | -3% | i | -3% | -14% | 11% | 0.6% | 1.2 | 50 | -4% | 10%
COc1ccc(S(=O)(=O)NCC(=O)N(CC(=O)NCC2CCCO2)Cc2ccc(F)cc2)cc1 (stereo not drawn) | 0% | / | 10% | 1% | -34% | -0.2% | -0.5 | 58 | 10% | -4%
CCN(CC(=O)Nc1c(F)cccc1F)C(=O)Cc1csc(-c2ccc(OC)c(OC)c2)n1 | / | / | / | -13% | 12% | / | 0.7 | 62 | / | 6%
CCOC(=O)c1c(NC(=O)c2noc(C)c2[N+](=O)[O-])sc(C(C)=O)c1C | -4% | i | -21% | -5% | 4% | 0.1% | -0.1 | 80 | 7% | 1%
CCC(Sc1ncnc2c1nnn2-c1ccc(F)cc1)C(=O)OC (stereo not drawn) | 2% | i | 4% | -3% | -2% | 0.3% | 1.0 | 37 | -4% | 12%
C=CCN(c1cccc(C(F)(F)F)c1)S(=O)(=O)c1cccc(C(=O)OCC(=O)NCCC)c1 | 6% | i | -7% | -8% | -3% | 0.5% | 1.7 | 100 | -2% | 11%
Cc1ccc(C2CC(=O)Nc3sc(C(N)=O)c(N)c32)cc1 (stereo not drawn) | 3% | i | -8% | 2% | 9% | -0.1% | -0.1 | 53 | 55% | 11%
Cc1ccc2cc(C#N)c(SCC(=O)N3CCCc4ccccc43)nc2c1 | -2% | i | -10% | 1% | 9% | -0.2% | 4.1 | 44 | -6% | 2%
O=C(NC1CCCC1)C1CCC(=O)N1C1CCCC1 (stereo not drawn) | 12% | i | 10% | -4% | 3% | -2.3% | 0.5 | 48 | -2% | 5%
O=[N+]([O-])c1ccc(N2CCN(c3ccccc3O)CC2)c(Cl)c1 | 6% | i | 0% | 7% | 29% | -0.3% | 4.4 | 38 | 0% | -5%
COc1ccc(CNC(=O)COC(=O)CN2C(=O)C(C)Oc3ccc(C)cc32)cc1 (stereo not drawn) | -1% | / | 11% | -8% | 4% | 0.2% | -1.2 | 51 | 6% | 5%
COc1ccc(CCN2C(=O)CS/C2=N\NC(=O)c2cccs2)cc1OC | 0% | i | 6% | 0% | 10% | -0.1% | -0.2 | 35 | ? | 9%
Cc1ccc(C(=O)Nc2ccc3c(c2)OCO3)o1 | 12% | / | -12% | -1% | 2% | -0.1% | -1.1 | 64 | -14% | 8%
CC1CCN(S(=O)(=O)c2cn(CC(=O)Nc3ccc(OC(F)(F)F)cc3)cn2)CC1 | -12% | / | -8% | 8% | 4% | -0.1% | 0.9 | 76 | 9% | 2%
CC1(C)CC(=O)c2c(Cc3ccccc3)noc2C1 | 3% | i | 14% | 0% | 0% | -0.2% | -1.0 | 67 | 6% | -9%
O=C(N/N=C\c1ccc(Cl)s1)c1ccc(Cn2cccn2)o1 | 10% | i | -9% | -2% | 5% | -0.2% | 0.0 | 39 | 1% | 9%
O=C(COC(=O)c1ccccn1)Nc1cccc2ccccc12 | -10% | i | -10% | -2% | 13% | 0.2% | 0.6 | 60 | -1% | 3%
CCN1CCSc2ccc(C(=O)NCc3ccccc3F)cc21 | 4% | / | -3% | 2% | 3% | 0.5% | -1.7 | 50 | 18% | 15%
CCOC(=O)c1ccccc1NC(=O)c1ccc(F)cc1 | -4% | i | 10% | 7% | 5% | -0.4% | 2.5 | 45 | 6% | 0%
CC(C)Cc1cc(C(=O)Nc2ccccc2)c2ccccc2n1 | 18% | / | 17% | -4% | 6% | -0.1% | 0.7 | 58 | 4% | -1%
O=C(Nc1cccc(-c2cn3ccccc3n2)c1)c1cc2ccccc2oc1=O | 12% | i | -3% | 4% | 17% | 0.8% | 4.1 | 68 | 11% | 1%
Cc1ccc(CCNC(=O)c2nnn(-c3cccc(C)c3)c2N)cc1 | -4% | i | -13% | 2% | 11% | -0.1% | 0.3 | 85 | -1% | 4%
Cc1ccccc1/C=N\NC(=O)c1ccccc1-n1cccc1 | 2% | i | 0% | -5% | 11% | 0.7% | 0.3 | 44 | 1% | 9%
Cc1ccc(-c2csc(C3=C(O)CN(NC(=O)c4ccco4)C3=N)n2)cc1 | -2% | i | -3% | 4% | 7% | -0.3% | 0.3 | 60 | 27% | 4%
NC(=O)c1ccc(C(F)(F)F)cn1 | 7% | i | 10% | -2% | 18% | -0.1% | -1.6 | 17 | -6% | -12%
Cc1ccc(N2C(=O)C3C4C=CC(CC4)C3C2=O)c([N+](=O)[O-])c1 (stereo not drawn) | 12% | / | 1% | -7% | 24% | 0.0% | 0.2 | 87 | -5% | 2%
Cc1ccc(S(=O)(=O)NCCSCc2ccco2)cc1 | 16% | i | -21% | -5% | 5% | -0.1% | 0.2 | 84 | 20% | 5%
CCOc1ccccc1N=Nc1c(C)[nH]n(-c2ccccc2)c1=O | 8% | / | -2% | -1% | 9% | -0.1% | 4.4 | 65 | 10% | 7% | Dengue-2 NS5 capping pilot replicate=1.9
O=C(Cc1ccc(Br)cc1)N1CCc2ccccc2C1 | -10% | / | -5% | / | 1% | -0.2% | 1.9 | 59 | 3% | 25%
CC1(C)CC2=C(CO1)C(=S)NC(c1ccccc1)N2CC1CCCO1 (stereo not drawn) | 2% | i | 4% | 4% | 2% | 0.2% | -0.4 | 49 | -14% | 4%
Cn1c(C(=O)N2COCC2(C)C)cc2c(=O)n3ccccc3nc21 | -12% | / | 2% | -6% | 6% | -0.1% | -0.7 | 93 | 48% | 7%
COc1ccc(CN2CC(C(=O)NCCCN3CCOCC3)CC2=O)cc1 (stereo not drawn) | 9% | i | -3% | -5% | 6% | -0.1% | -1.0 | 39 | -4% | 12%
O=C(Nc1cc(Cl)ccc1N1CCOCC1)c1ccc(Br)o1 | -2% | / | 2% | -2% | 10% | -0.2% | 0.7 | 71 | 14% | 10%

Sorted by molar mass (low to high): eight of the compounds above
SMILES | GPR55 LPI antagonism | Yfh1-depleted yeast | GPR35 arrestin U2OS | Dengue-2 NS5 capping | SV40 large T antigen | GPR55 activation | NTR1 ag | NTR1 ag cell count 20 µM | AID2073 | Rac1 GTP hydrolysis | others
NC(=O)c1ccc(C(F)(F)F)cn1 | 7% | i | 10% | -2% | 18% | -0.1% | -1.6 | 17 | -6% | -12%
CC1(C)CC(=O)c2c(Cc3ccccc3)noc2C1 | 3% | i | 14% | 0% | 0% | -0.2% | -1.0 | 67 | 6% | -9%
O=C(COC(=O)c1ccccn1)Nc1cccc2ccccc12 | -10% | i | -10% | -2% | 13% | 0.2% | 0.6 | 60 | -1% | 3%
Cn1c(C(=O)N2COCC2(C)C)cc2c(=O)n3ccccc3nc21 | -12% | / | 2% | -6% | 6% | -0.1% | -0.7 | 93 | 48% | 7%
O=C(Cc1ccc(Br)cc1)N1CCc2ccccc2C1 | -10% | / | -5% | / | 1% | -0.2% | 1.9 | 59 | 3% | 25%
O=[N+]([O-])c1ccc(N2CCN(c3ccccc3O)CC2)c(Cl)c1 | 6% | i | 0% | 7% | 29% | -0.3% | 4.4 | 38 | 0% | -5%
COc1ccc(CCNC(=O)CSc2nc(C)cc(C)n2)cc1OC | 1% | i | 15% | / | -1% | 0.0% | -1.3 | 100 | -5% | 2%
Cc1ccc2cc(C#N)c(SCC(=O)N3CCCc4ccccc43)nc2c1 | -2% | i | -10% | 1% | 9% | -0.2% | 4.1 | 44 | -6% | 2%

New compounds follow.
SMILES | GPR55 LPI antagonism | Yfh1-depleted yeast | GPR35 arrestin U2OS | Dengue-2 NS5 capping | SV40 large T antigen | GPR55 activation | NTR1 ag | NTR1 ag cell count 20 µM | AID2073 | Rac1 GTP hydrolysis | others
C/C=C/Cn1c(SCCCc2ccccc2)nc2c1c(=O)[nH]c(=O)n2C | 10% | i | 1% | -6% | 4% | -0.1% | 19 | 70 | -11% | 4%
Cc1cc(C)nc(SCc2nc3ncccn3c2Br)n1 | 24% | i | 2% | -3% | 9% | -0.1% | -1.0 | 57 | ? | -1%
COc1cccc(OC)c1C(=O)NNS(=O)(=O)c1ccc2ccccc2c1 | 9% | / | -2% | 1% | 4% | 0.2% | -0.1 | 65 | -6% | 9%
COc1ccccc1CC(=O)Nc1ccc(NC(=O)c2cccs2)cc1 | -6% | / | 6% | -5% | 10% | -0.2% | -1.3 | 52 | 5% | 7%
COc1ccc(Cl)cc1NS(=O)(=O)c1ccc(OC)c(OC)c1 | 15% | i | 17% | -5% | 21% | 0.2% | 1.9 | 82 | 9% | 10% | Dengue-2 NS5 capping pilot replicate=4.6
Cc1cc(C)n(-c2nnc(N3CCN(c4ccccc4)CC3)nn2)n1 | 5% | i | 10% | -1% | 5% | 0.8% | -0.3 | 44 | -1% | 8%
COC(=O)CSc1nnc(-c2ccc(OC)c(OC)c2)o1 | -4% | i | -1% | -1% | 3% | 0.1% | 0.0 | 33 | 0% | -3%
O=C(NCc1ccccc1F)C(c1ccccc1)c1ccccc1 | 8% | / | -10% | -8% | 1% | -0.2% | -1.8 | 100 | 0% | 5%
COc1cc(/C=C2\SC(=S)N(CCC(=O)Nc3ccccc3)C2=O)cc(OC)c1OC | 2% | i | -7% | 0% | -2% | -0.3% | 14 | 37 | 13% | 5%
CC(C)(CCl)C(=O)Nc1ccc(OC(F)(F)F)cc1 | 6% | i | 15% | -11% | -3% | 0.4% | -1.4 | 89 | 26% | 6%

Source: PubChem (several laboratories)
